Rab7 wt GTP bind – dog Rab7 wildtype GTP binding, inhibitors and activators. AID 758. 190,000 tested, 0.055% active. GTP binding activity (percent of control), % at 10 µM. GST-Rab7 beads, fluorescent GTP binding, flow cytometry; actives lie on both sides; untreated = 100%, excess cold GTP = 0%;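 active = fluorescent GTP binding to Rab7 beads changed by at least 20 points from the 100% baseline, either direction, mostly lower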;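 note: median green fluorescence of bound Bodipy-FL-GTP per Rab7 bead population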
GSH fluor – GSH bead compound fluorescence profile; GSH beads flow cytometry, compound fluorescence 488/530 nm; stronger effect = higher value; fluorescence (KMESF) at 10 µM; 190,000 tested, 0.25% active; in the data active = fluorescence above about 89;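 note: glutathione beads carrying GST-tagged Bcl family fusion proteins plus one bare bead set; values are compound well signal with DMSO vehicle wells as background; inactives centre near 16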
Rab2A wt mod – changes GTP binding to wildtype dog Rab2A, up or down. AID 760. 190,000 tested, 0.19% active. P61105. GST-Rab2 wt beads, Bodipy-GTP binding, flow cytometry. GTP binding activity, % at 10 µM;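 active = GTP binding activity at least 20 points away from 100%, either lowered or raised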;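 note: 0% = beads with excess unlabeled GTP and 100% = no-compound control corrected for plate trend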
Mcl1-Bid inh – disrupts binding of human Mcl-1 to Bid peptide; Q07820; TR-FRET Mcl-1/Bid-Dy647 peptide binding, 1536-well; inhibition, % at 21.7 µM; 220,000 tested, 0.97% active;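 active = compounds that cut the binding signal by more than half at the single screening dose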;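 note: His-tagged Mcl-1 with europium anti-His antibody binding Bid BH3 peptide; 0% = Mcl-1 plus peptide wells and 100% = peptide-only wells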
Target sequence (Q07820 whole entry, looked up): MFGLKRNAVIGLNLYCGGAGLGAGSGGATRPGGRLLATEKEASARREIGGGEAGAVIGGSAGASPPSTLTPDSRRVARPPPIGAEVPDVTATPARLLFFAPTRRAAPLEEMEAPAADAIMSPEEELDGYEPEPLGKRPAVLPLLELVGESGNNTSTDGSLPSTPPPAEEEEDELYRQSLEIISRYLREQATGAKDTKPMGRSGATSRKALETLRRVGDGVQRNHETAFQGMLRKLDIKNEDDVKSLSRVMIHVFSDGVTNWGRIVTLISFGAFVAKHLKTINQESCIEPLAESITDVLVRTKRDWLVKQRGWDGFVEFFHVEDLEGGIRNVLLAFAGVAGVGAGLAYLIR
Rac1 act GTP bind – modulators of GTP binding to human Rac1 activated mutant. GST-Rac1 activated beads, fluorescent GTP binding, flow cytometry; actives lie on both sides; 100% means binding = to untreated wells. percent activity (GTP binding), % at 10 µM. 190,000 tested, 0.11% active. AID 764;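 active = GTP binding at least 20 percentage points away from the 100% baseline, in either direction, so actives lie on both sides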
Cdc42 wt GTP – human Cdc42 wildtype GTP binding change, either direction; AID 761; 190,000 tested, 0.2% active; percent activity (GTP binding), % at 10 µM; P60953; GST-Cdc42 beads, Bodipy-GTP binding, flow cytometry; actives lie on both sides;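 active = percent activity GTP binding at least 20 points away from the 100% baseline, either down as inhibitor or up as activator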;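 note: median bead fluorescence of bound Bodipy-FL-GTP at 100 nM; 0% = excess unlabeled GTP control and 100% = no compound control; below 100% means less GTP binding so inhibitor and above means activator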
Target sequence (P60953 whole entry, looked up): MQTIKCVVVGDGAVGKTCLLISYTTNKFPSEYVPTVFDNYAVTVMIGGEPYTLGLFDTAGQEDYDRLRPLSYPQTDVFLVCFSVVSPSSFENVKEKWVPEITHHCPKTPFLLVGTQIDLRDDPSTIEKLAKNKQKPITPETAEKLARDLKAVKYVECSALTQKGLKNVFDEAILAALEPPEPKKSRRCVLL
Mcl1 Noxa PPI – Mcl-1/Noxa interaction inhibition; Q07820; TR-FRET Mcl-1/Noxa peptide binding, 2 h; inhibition, % at 21.7 µM; 220,000 tested, 1.5% active; AID 1022;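 active = compounds that cut the protein-peptide binding signal by more than 50% relative to plate controls in a single-dose test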;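 note: His-tagged Mcl-1 with rhodamine Noxa BH3 peptide and terbium anti-His antibody; 0% = Mcl-1 plus Noxa peptide wells and 100% = peptide-only wells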
Pf gamet viab – inhibitors of late stage P. falciparum gametocyte viability; P. falciparum stage V gametocytes, ATP luminescence, 24 h; inhibition, % at 10.9 µM; 150,000 tested, 0.065% active; AID 743093;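 active = inhibition above the mean plus 3 SD of compounds within the control limits, set per campaign, cut at about 38% in these data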;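 note: 0% = DMSO wells and 100% = medium only without gametocytes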
HRas wt GTP bind – changes GTP binding to wildtype human HRas. GST-Ras wt beads, Bodipy-FL-GTP binding, flow cytometry; actives lie on both sides. GTP binding activity, % at 10 µM. 190,000 tested, 0.14% active;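 active = GTP binding activity at least 20% away from the 100% baseline, either lowered as inhibitor or raised as activator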;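 note: 0% = unlabeled GTP competition control and 100% = no-compound control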
Target sequence (P01112 whole entry, looked up): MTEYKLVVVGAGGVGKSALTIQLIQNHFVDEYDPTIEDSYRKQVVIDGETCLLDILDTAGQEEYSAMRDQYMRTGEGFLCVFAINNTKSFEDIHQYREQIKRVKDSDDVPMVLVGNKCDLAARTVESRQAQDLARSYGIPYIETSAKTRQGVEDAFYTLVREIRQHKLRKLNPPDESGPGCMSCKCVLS
Avidin bead fluor – compound fluoresces at 488/530 nm on avidin beads; compound fluorescence 488/530 nm, flow cytometry; stronger effect = higher value; fluorescence (KMESF) at 10 µM; 220,000 tested, 0.38% active; AID 1775; in the data active = fluorescence above about 47; note: inactives centre near 10
Rac1 wt modul – modulators of human Rac1 wildtype GTP binding; P63000; 190,000 tested, 0.27% active; GST-Rac1 beads, fluorescent GTP binding, flow cytometry; actives lie on both sides; 0 = cold GTP competed, 100 = untreated; GTP binding activity (% of control), % at 10 µM;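 active = GTP binding activity at least 20 points away from the 100% control level, either lower or higher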
Starred values were filed as active, the others as inactive; / = no result given.

SMILES	Rab7 wt GTP bind	GSH fluor	Rab2A wt mod	Mcl1-Bid inh	Rac1 act GTP bind	Cdc42 wt GTP	Mcl1 Noxa PPI	Pf gamet viab	HRas wt GTP bind	Avidin bead fluor	Rac1 wt modul
O=C(c1cccs1)C1C(c2ccc(Br)cc2)NC(=S)NC1(O)C(F)(F)F (stereo not given)	95	9	97	-4	99	96	9	26	99	9	99
O=[N+]([O-])c1c(NCc2ccccc2)cc(N2CCc3ccccc3C2)c2nonc12	100	10	96	0	97	98	-2	-4	98	10	102
O=C(Cc1cccs1)N(CC1CCCO1)C1(C(=O)NC2CCCCC2)CCCCC1 (stereo not given)	104	12	98	1	98	99	-2	-4	99	11	100
CC(C)COc1ccc(CSCCNC(=S)Nc2ccccc2)cc1	98	35	97	-17	93	95	9	-6	99	13	94
CC(C)(C#CCN1CCCC1)OCCC#N	98	46	98	-31	97	101	9	/	101	13	98
CCOC(=O)c1sc2nc(C)c3c(c2c1N)CC(C)(C)OC3	99	64	98	-7	99	98	10	/	100	7	103
CC(C)CNC(=O)c1cccc(NC(=O)COc2cccc([N+](=O)[O-])c2)c1	103	12	99	-43	97	100	1	6	100	7	99
CC(=O)NC1=NN(C(C)=O)C(C)(c2ccco2)S1 (stereo not given)	95	12	99	-14	95	99	-15	/	94	9	97
Cc1cccc(OCCOC(=O)Nc2ccccc2)c1	100	5	98	-38	100	101	15	5	101	2	106
O=C(NCc1ccccc1)c1ccc(CN(c2ccccn2)S(=O)(=O)c2ccccc2)cc1	97	26	92	-5	96	96	-5	3	97	12	95
CCOC(=O)C1(CCOC)CCN(C(C)CCc2ccc(OC)cc2)CC1 (stereo not given)	97	13	96	-24	97	98	9	5	95	12	99
COc1cccc2c(SCC(=O)N/N=C/c3ccc(O)c(O)c3)cc(C)nc12	89	5	75*	-16	84	71*	64*	1	79*	21	65*
COc1cccc(CN(C)C(=S)Nc2cccc(C)c2)c1	98	12	96	-82	93	95	12	-23	95	6	97
c1ccc(CSc2nnc3ccc(-c4ccncc4)nn23)cc1	97	15	94	2	94	94	17	19	94	9	97
COC(=O)[C@@]1(Cc2ccc(OC)cc2)[C@H]2c3cc(C(=O)N4CCCC4)n(CCc4c[nH]c5ccc(O)cc45)c3C[C@H]2CN1C(=O)c1ccccc1	102	17	101	-10	97	102	8	/	103	11	103
COc1ccccc1NC(=O)Nc1ccc(F)c(F)c1	97	11	94	-24	95	95	20	/	96	11	96
O=[N+]([O-])c1ccc(CCNc2cccc3ccccc23)c([N+](=O)[O-])c1	103	19	98	-30	99	102	4	24	102	13	102
COc1ccc(CNC(=O)c2cc(-c3cccs3)on2)cc1	98	20	98	-2	97	102	-1	/	100	26	104
N#Cc1ccc(CSc2nnc(NC(=O)c3ccc4ncsc4c3)s2)cc1	104	15	99	-82	91	94	-97	3	96	7	94
CC(C)=CC(=O)Nc1nnc(-c2ccccc2C)s1	106	12	103	2	99	102	12	/	101	11	104
CCN(CC)S(=O)(=O)c1ccc(NC(=O)Nc2cccc(C(F)(F)F)c2)cc1	102	16	104	101*	102	106	3	3	105	3	102
COc1ccc(C(=O)c2cc([N+](=O)[O-])ccc2N2CCN(C)CC2)cc1	96	20	94	-15	95	96	-8	3	93	19	93
CCn1cc(C(=O)OCC(=O)OC2CC(C)CCC2C(C)C)c(=O)c2ccc(C)nc21 (stereo not given)	97	8	97	28	94	95	-12	/	97	4	93
Cc1ccc(S(=O)(=O)N(C)C)cc1NC(=S)NCCCn1ccnc1	106	14	98	-28	96	98	1	14	98	8	98
Cc1ccc(NS(=O)(=O)c2cccc(C(=O)O)c2)c(C)c1	93	28	95	-5	95	95	14	13	97	15	95
Cc1c(-c2cc(C(=O)O)no2)cnn1C	100	14	98	-24	94	94	14	2	97	6	98
CC(=O)c1ccc(N2CCN(C(=O)c3cc(C)on3)CC2)cc1	102	24	100	-5	100	104	12	/	101	28	105
O=C(NCc1ccncc1)c1ccc(Cn2cc(C(F)(F)F)ccc2=O)cc1	98	36	100	-9	96	98	14	-25	99	11	99
O=C(CSc1nnc2c(n1)[nH]c1ccc(S(=O)(=O)N3CCOCC3)cc12)Nc1ccccc1Cl	93	10	90	2	93	93	18	-2	92	20	94
CC(C)(C)NC(=O)CN(Cc1ccc2c(c1)OCO2)C(=O)CCC(=O)Nc1nccs1	97	15	96	4	98	97	-10	11	97	7	102
CN(CC(=O)Nc1ccccc1-c1ccccc1)Cc1ccccc1Cl	103	14	96	-11	97	97	1	-17	99	11	99
Cc1cccc(C)c1NC(=O)c1sc(Cl)nc1C	98	6	97	-36	102	104	17	-12	99	4	104
Cc1noc(NC(=O)c2ccccc2Cl)c1C#N	93	30	94	-5	92	97	18	5	96	13	94
CS(=O)(=O)N1CCC(C(=O)Nc2ccc(Cl)c(C(F)(F)F)c2)CC1	94	78	97	-18	101	104	-34	/	101	12	103
COc1ccc2[nH]c(-c3cccc(F)c3)cc(=O)c2c1	104	20	103	1	98	107	-7	14	100	9	107
O=c1c(-c2ccccc2)nc(-c2ccccc2)cn1O	103	27	101	-20	97	101	-9	/	103	23	102
O=C(CCN1CCN(c2ccc(Cl)cc2)CC1)Nc1ccccc1F	100	4	99	-19	102	104	4	11	102	8	108
S=C(c1ccc(-c2cccc(Cl)c2)o1)N1CCCCC1	92	8	83	-34	82	84	27	20	85	7	85
Cc1cccc(-n2nnc(C(=O)NCc3ccc4c(c3)OCO4)c2N)c1	97	37	98	24	96	98	27	/	98	31	97
O=C(CSc1ccc(-c2ccc(F)cc2)nn1)N1CCCCC1	96	17	96	-8	96	101	-2	/	99	36	96

4 compounds already listed, ordered by molecular weight, falling:
SMILES	Rab7 wt GTP bind	GSH fluor	Rab2A wt mod	Mcl1-Bid inh	Rac1 act GTP bind	Cdc42 wt GTP	Mcl1 Noxa PPI	Pf gamet viab	HRas wt GTP bind	Avidin bead fluor	Rac1 wt modul
CN(CC(=O)Nc1ccccc1-c1ccccc1)Cc1ccccc1Cl	103	14	96	-11	97	97	1	-17	99	11	99
O=C(CCN1CCN(c2ccc(Cl)cc2)CC1)Nc1ccccc1F	100	4	99	-19	102	104	4	11	102	8	108
CCOC(=O)c1sc2nc(C)c3c(c2c1N)CC(C)(C)OC3	99	64	98	-7	99	98	10	/	100	7	103
COc1ccc2[nH]c(-c3cccc(F)c3)cc(=O)c2c1	104	20	103	1	98	107	-7	14	100	9	107

Remaining list, next part:
SMILES	Rab7 wt GTP bind	GSH fluor	Rab2A wt mod	Mcl1-Bid inh	Rac1 act GTP bind	Cdc42 wt GTP	Mcl1 Noxa PPI	Pf gamet viab	HRas wt GTP bind	Avidin bead fluor	Rac1 wt modul
Cc1cc(NC(=O)Cn2nc(C(F)(F)F)c3c2CCCC3)no1	97	23	92	-2	94	92	8	15	94	5	93
COc1ccccc1NC(=O)C(O)C(O)C(=O)Nc1ccccc1OC (stereo not given)	98	55	97	-33	93	98	1	/	99	11	103
CCc1nn2c(NCCOC)cc(C)nc2c1-c1ccc(F)cc1	99	11	96	-16	97	99	-9	/	97	23	102
CCC/C=N/NC(=O)c1cc(Br)ccc1O	94	10	90	2	95	94	6	5	91	5	96
Cc1cc2ccccc2c(=O)n1CC(=O)NCC(=O)N1CCN(c2ccccc2F)CC1	102	43	104	13	98	103	21	5	104	5	106
c1ccc(-c2noc(-c3ccc4ccccc4c3)n2)cc1	96	4	96	-5	99	98	2	/	100	15	100
O=C(CCNS(=O)(=O)c1cccs1)NCc1ccco1	94	19	95	-14	92	98	21	/	97	28	92
Cc1ccccc1NC(=O)C(=O)NCCCN1CCOCC1	106	14	102	-9	94	99	8	8	100	7	100
O=C(CSc1nnc(CNc2ccc(F)cc2)o1)OC1CCCCC1	93	15	92	-17	89	94	12	/	93	25	89
O=C(N/N=C/c1ccc(O)c2ncccc12)c1cccc(Br)c1	98	22	95	-68	97	94	14	13	97	9	97
Cc1cc(N2CCN(c3ccccc3)CC2)n2c(n1)nc1ccccc12	97	27	98	-32	97	97	11	/	97	15	99
COC(=O)[C@@]1(Cc2ccc(OC)cc2)[C@H]2c3cc(C(=O)N4CCCC4)n(Cc4ccc(OC)c(OC)c4)c3C[C@H]2CN1C(=O)c1ccccc1	102	18	100	-8	99	99	-6	/	101	11	101
CCOC(=O)Cc1cn2c(=O)cc(CSCC(=O)Nc3ccc(C)c(C)c3)nc2s1	92	10	97	-50	95	96	23	11	95	20	96
O=C(NCc1cccs1)c1cc(-c2ccncc2)nc2ccc(Br)cc12	104	19	99	-3	96	94	33	/	100	9	98
Cc1ccccc1C(=O)NC(CC(C)C)C(=O)Nc1ccc(F)c([N+](=O)[O-])c1 (stereo not given)	97	9	97	-13	98	98	3	-11	96	1	99
COC(=O)c1ccccc1NC(=O)CSc1nnc(-c2ccc(C)cc2)o1	102	18	99	-4	98	100	-4	/	102	8	104
Cc1cc(C)cc(Nc2ncc3c(n2)CC(c2ccco2)CC3=O)c1 (stereo not given)	99	5	97	-27	97	99	-7	/	98	6	99
COc1cccc(CC2(CO)CCCN(CC3=Cc4cc(OC)ccc4OC3)C2)c1 (stereo not given)	104	13	100	-12	93	100	-3	8	99	1	99
Cc1nnc(SCC(=O)Nc2ccccc2NC(=O)CSc2nnc(C)s2)s1	99	12	100	-16	99	102	15	8	101	8	100
CN(C)CCOc1cccc(Br)c1	109	22	100	19	95	98	4	2	99	6	101

Single records, as listed above. Order of screens: Rab7 wt GTP bind | GSH fluor | Rab2A wt mod | Mcl1-Bid inh | Rac1 act GTP bind | Cdc42 wt GTP | Mcl1 Noxa PPI | Pf gamet viab | HRas wt GTP bind | Avidin bead fluor | Rac1 wt modul
`COC(=O)[C@@]1(Cc2ccc(OC)cc2)[C@H]2c3cc(C(=O)N4CCCC4)n(Cc4ccc(OC)c(OC)c4)c3C[C@H]2CN1C(=O)c1ccccc1` as listed: 102 | 18 | 100 | -8 | 99 | 99 | -6 | / | 101 | 11 | 101
`CCC/C=N/NC(=O)c1cc(Br)ccc1O` as listed: 94 | 10 | 90 | 2 | 95 | 94 | 6 | 5 | 91 | 5 | 96
`O=C(CCNS(=O)(=O)c1cccs1)NCc1ccco1` as listed: 94 | 19 | 95 | -14 | 92 | 98 | 21 | / | 97 | 28 | 92
`COc1ccccc1NC(=O)C(O)C(O)C(=O)Nc1ccccc1OC` (stereo not given) as listed: 98 | 55 | 97 | -33 | 93 | 98 | 1 | / | 99 | 11 | 103
`Cc1cc(C)cc(Nc2ncc3c(n2)CC(c2ccco2)CC3=O)c1` (stereo not given) as listed: 99 | 5 | 97 | -27 | 97 | 99 | -7 | / | 98 | 6 | 99

From PubChem BioAssay
